HT1080-NT tox: qHTS for induction of synthetic lethality in tumor cells producing 2HG: qHTS for the HT-1080-NT fibrosarcoma cell line. Potency, µM (doses to about 46.1 µM), without a hit: top-dose activity, negative = less viability, usual class: cytotoxic. HT-1080-NT fibrosarcoma viability, CellTiter-Glo ATP luminescence, 48 h. 360,000 compounds, 1.6% hits;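 also: NT is the 2HG producing partner of a matched IDH1 knockdown line; 0% = DMSO-treated cells and -100% = media-only wells without cells; nearly all actives have a fitted effect of over 55% in size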
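Luminescent CellTiter-Glo readout after 48 hours of compound exposure at 37 degrees C defined viability of HT-1080-NT cells. Activity was normalized to DMSO wells and cell-free media wells; concentration-response curves were fitted and assigned curve classes.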
HEK293 tox: qHTS of GLP-1 Receptor Inverse Agonists: Cytotox Screen; Potency, µM (doses to about 38.3 µM), for inactives: at the highest dose activity change, negative = inhibition, actives largely listed as inhibitors; HEK293 cAMP-luciferase reporter cells, luminescence, 24 h; 410,000 compounds, 0.13% hits; AID 624418, 2012;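 also: loss of luciferase light is scored as toxicity; % is scaled to controls: 0 for no effect and ±100 for the full control effect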
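A 23 nL compound transfer followed 12 hours of cell culture at 37 deg C; exposure then lasted 24 hr. Luciferase assay detection reagent was dispensed and plates read for luminescence after a 12 min room-temperature wait.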
TDP43 rescue: qHTS of TDP-43 Inhibitors. Potency, µM (doses to about 46.1 µM), for the others: at the highest dose growth rescue (activation), actives largely listed as activators. TDP-43 expressing yeast growth rescue, BacTiter-Glo, 24 h. 410,000 compounds, 1.8% hits; also: % of control where 0% means no effect; nearly all actives have a fitted effect of over 50% in size
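Galactose-induced TDP-43 yeast, OD600=0.02, compound pinned; 24 hr, 30 deg C; BacTiter-Glo luminescence for growth. Inhibitors of TDP-43 toxicity read as activators.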
SW480 rerep: A quantitative high throughput screen for small molecules that induce DNA re-replication in SW480 colon adenocarcinoma cells. SW480 DNA re-replication, Hoechst DNA content imaging, 48 h. Potency, µM (doses to about 46.1 µM), for the others: at the highest dose re-replication activation, actives largely listed as activators. 340,000 compounds, 1.8% hits. AID 624297, 2012; also: % of control where 0% means no effect; nearly all actives have a fitted effect of over 55% in size
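Treated cells incubate 48 hr (37 C, 5% CO2), are stained 40 min with Hoechst, and nuclear fluorescence is enumerated; a rise in nuclei with high DNA signal marks re-replication.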
KB-V1 MDR tox: qHTS assay for MDR1-selective chemotherapeutics: Primary screen using the drug-selected MDR subline cells KB-V1. 400,000 compounds, 3.4% hits. AID 1347076, 2019. KB-V1 MDR cells viability, CellTiter-Glo, 72 h. Potency, µM (top dose mostly 46.1 µM), inactives show at the top dose activity change, negative = cytotoxicity, usual class: cytotoxic; also: % is scaled to controls: 0 for no effect and ±100 for the full control effect; nearly all actives have a fitted effect of over 60% in size
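Drug-selected KB-V1 cells, grown in DMEM lacking phenol red with 10% FBS, receive compound titrations; after three days at 37 degrees C, surviving cell ATP is quantified by CellTiter-Glo luminescence and responses normalized and curve-fitted.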
KB-3-1 tox: qHTS assay for MDR1-selective chemotherapeutics: Primary screen using the parental adenocarcinoma cell KB-3-1; 400,000 compounds, 1.4% hits; KB-3-1 viability, CellTiter-Glo ATP luminescence, 72 h; Potency, µM (titrated, usually from 46.1 µM), for the others: at the top dose activity change, negative = cytotoxic, hits mostly cytotoxic; also: % is scaled to controls: 0 for no effect and ±100 for the full control effect; nearly all actives have a fitted effect of over 60% in size
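Parental KB-3-1 adenocarcinoma cells in phenol-red-free DMEM with 10% FBS were pin-treated with compounds at several concentrations, incubated 72 h at 37 °C, and viability read by CellTiter-Glo luminescence; concentration-effect curves were fitted after normalization.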
HT1080 IDH1KD tx: qHTS for induction of synthetic lethality in tumor cells producing 2HG: qHTS for the HT-1080-IDH1KD cell line | Potency, µM (titrated, usually from 46.1 µM), for inactives: at the highest dose activity, negative = toxicity, usual class: cytotoxic | 360,000 compounds, 2% hits | HT-1080 IDH1 knockdown viability, ATP luminescence, 48 h;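 also: 0% = DMSO wells and -100% = cell-free medium wells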
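After a 2 h attachment period, IDH1KD HT-1080 cells took pin-transferred compound for 48 h at 37 °C; ATP-based luminescence after 10 min room-temperature reagent incubation reported viability.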
GLP1R ag: qHTS of GLP-1 Receptor Agonists; HEK293 GLP-1R CRE-luciferase, luminescence, 4-6 h; cells express a hypersensitive GLP-1R form; Potency, µM (top dose mostly 45.6 µM), for inactives: at the highest dose activation, most hits filed as activators; 380,000 compounds, 0.007% hits; Glucagon-like peptide 1 receptor (Homo sapiens), P43220; also: % of control where 0% means no effect
Target sequence (P43220 whole entry, looked up): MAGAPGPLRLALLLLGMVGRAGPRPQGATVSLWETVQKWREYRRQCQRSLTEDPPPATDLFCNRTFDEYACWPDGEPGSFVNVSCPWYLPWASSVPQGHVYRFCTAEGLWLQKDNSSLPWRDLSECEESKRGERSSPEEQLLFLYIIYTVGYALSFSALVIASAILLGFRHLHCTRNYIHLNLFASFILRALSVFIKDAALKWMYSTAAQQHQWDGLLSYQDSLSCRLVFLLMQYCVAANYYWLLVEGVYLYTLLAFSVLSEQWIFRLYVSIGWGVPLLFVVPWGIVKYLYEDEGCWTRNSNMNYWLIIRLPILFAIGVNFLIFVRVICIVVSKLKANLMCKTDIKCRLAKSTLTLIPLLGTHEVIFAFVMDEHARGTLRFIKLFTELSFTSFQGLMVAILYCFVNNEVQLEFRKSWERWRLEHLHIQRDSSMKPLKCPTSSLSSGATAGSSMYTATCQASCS
GLP1R inv ag: qHTS of GLP-1 Receptor Inverse Agonists (Inhibition Mode); Glucagon-like peptide 1 receptor (Homo sapiens), P43220; HEK293 GLP-1R CRE-luciferase, luminescence, 24 h; GLP-1R form is constitutively active; Potency, µM (titrated, usually from 38.3 µM), inactives show at the highest dose activity change, negative = inhibition, usual class: inhibitors; 410,000 compounds, 1.6% hits; AID 624417, 2012; also: % is scaled to controls: 0 for no effect and ±100 for the full control effect; nearly all actives have a fitted effect of over 55% in size
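GLP-1R inverse agonism mode: basal reporter luminescence in engineered HEK293 cells measured after one day of compound exposure at 37 deg C, with a 12 min room-temperature detection step.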
Starred values were filed as active, the others as inactive; ? = inconclusive; . = no result given; [ ] = another dose, or the depositor's remark. Calls follow the shape of the dose curve; as a rule, active = well fitted curve in the direction sought with a large enough effect; inconclusive = small, poorly fitted or top-dose-only effect, or another doubt; inactive = no such curve, though single readings can be large; an effect the other way counts as inactive or inconclusive. Potency is read from the fitted curve at half-maximal effect.

SMILES | HT1080-NT tox | HEK293 tox | TDP43 rescue | SW480 rerep | KB-V1 MDR tox | KB-3-1 tox | HT1080 IDH1KD tx | GLP1R ag | GLP1R inv ag
COc1cccc(-c2nnc(SCC(=O)Nc3cc(C)on3)o2)c1 | -6.6% | ? | 12.3% | 4.0% | 0.0% | -18.6% | -20.4% | 34.0% | -3.8%
O=C(Oc1ccc(Br)cc1C(=S)N1CCOCC1)c1ccc([N+](=O)[O-])cc1[N+](=O)[O-] | ? | -0.4% | -62.2%[inhibitor] | 3.1% | -4.3% | -5.4% | ? | -4.7% | -10.8%
CN(CC(=O)Nc1ccccc1Br)Cc1nc2ccccc2c(=O)[nH]1 | -4.6% | -10.9% | 17.1% | -3.4% | 0.0% | 13.6% | -4.9% | 5.5% | -2.6%
CN(C)/N=C/c1ccc(OC(=O)c2cccc([N+](=O)[O-])c2)cc1 | 12.1% | 6.1% | 17.4% | -5.3% | 3.3% | 1.8% | -2.8% | 5.2% | 10.0%
CNc1nc(-c2ccc3c(c2)CCN3C(=O)c2ccccc2F)cs1 | -15.3% | -17.0% | ? | -3.6% | ? | -0.8% | -5.6% | 20.4% | ?
COc1ccccc1NS(=O)(=O)c1cccc(C(=O)N/N=C/c2ccc(C)o2)c1 | -1.3% | 5.2% | 7.3% | 5.0% | 29.9% | 3.4% | -4.0% | 2.0% | -9.9%
CC(NC(=O)c1cc2sccc2n1C)c1ccc2c(c1)OCCO2 (stereo not given) | -0.5% | -0.2% | 0.0% | -4.2% | 20.6µM* | ? | -10.6% | 2.5% | -23.9%
CN(Cc1ccc(C(F)(F)F)cc1)C(=O)c1ccc2ccccc2n1 | -1.8% | -7.8% | 1.1% | ? | 11.4% | 12.5% | -14.8% | 21.5% | ?
CSc1cccc(NC(=O)C2CCN(c3nc4ccccc4[nH]3)CC2)c1 | . | -6.1% | 9.7% | . | 17.7% | -2.2% | . | . | -5.8%
CCn1nc(C)cc1C(=O)NC1CCCc2c1cnn2-c1ccc(C)c(C)c1 (stereo not given) | -6.5% | ? | 21.2% | ? | . | . | ? | -4.0% | ?
Cc1occc1C(=O)NC(C)c1ccc2c(c1)OCO2 (stereo not given) | 2.7% | 2.0% | -21.5% | -7.7% | 29.3% | 9.3% | 5.7% | -6.8% | 1.0%
Cc1nc2ccc(Cl)cc2nc(C)/c1=N\O | -12.1% | 10.5% | 8.9% | 5.0% | -0.2% | 1.8% | -0.6% | 29.4% | 45.0%[activator]
Cn1ccnc1SCc1ccc([N+](=O)[O-])cc1 | 3.5% | 6.3% | -18.4% | -21.9% | -1.1% | 1.5% | 7.3% | -3.2% | 7.4%
CCOc1ccc2nc(NC(=O)c3nc(SC(C)C)ncc3Cl)sc2c1 | . | 2.1% | -4.1% | . | ? | 3.0% | . | . | 13.2%
O=C(/C=C/c1c(F)cccc1Cl)Nc1nc2ccccc2[nH]1 | -13.1% | -18.1% | -12.0% | -8.5% | -3.4% | 0.0% | -26.0% | -11.1% | 25.3%
COc1cccc(-n2c(SCC(=O)N3CCOCC3)nnc2-c2c[nH]c3ccccc23)c1 | 3.4% | 1.9% | 28.3% | 8.4% | 16.9% | 2.2% | -1.3% | 2.3% | 13.7%
COc1cccc(NC(=O)c2sc3nc(C)c(C(=O)Nc4ccc(C)cc4C)c(-c4ccco4)c3c2N)c1 | . | 39.3%[activator] | 7.7% | . | -5.9% | -4.7% | . | . | 2.1%
CC(C)(C)OC(=O)N1CCCC1C(=O)N1CCc2ccccc21 (stereo not given) | -0.2% | -4.8% | 8.0% | -1.6% | -11.2% | -17.2% | -10.7% | -1.7% | -2.1%
O=S(=O)(NCc1ccccc1Cl)c1cccs1 | 13.0% | -8.9% | 5.3% | -1.4% | -1.1% | 0.1% | 12.0% | 9.2% | -19.3%
O=C(NCCC1=CCCCC1)c1cc2ccccc2oc1=O | 4.6% | -0.9% | 7.5% | 1.7% | 18.7% | 6.4% | 6.0% | 4.9% | -0.6%
CCc1ccc2c(c1)C(O)(CC(=O)c1cccs1)C(=O)N2 (stereo not given) | -3.6% | -7.1% | -7.8% | -0.8% | ? | -1.5% | -0.7% | 4.9% | 11.9%
COc1ccc(NC(=O)C2(C)CCN2C(=O)Cc2ccc(Cl)cc2Cl)cc1OC (stereo not given) | 3.9% | 8.2% | 21.9% | . | ? | -0.9% | 0.7% | 3.5% | 19.8%
COC(=O)CN(c1ccc(C)cc1)S(=O)(=O)c1c(C)[nH]c(=O)[nH]c1=O | -4.1% | 4.0% | 0.0% | 73.2% | 19.0% | -0.6% | 7.6% | 1.1% | -0.6%
O=S(=O)(Cc1nc2ccccc2s1)c1ccccc1 | -9.6% | -5.4% | -1.7% | 4.3% | 2.5% | -2.3% | -6.4% | -18.0% | -10.0%
CCOc1ccccc1NC(=O)CCS(=O)(=O)c1ccc2c(c1)oc(=O)n2C | . | 6.3% | 11.4% | . | -8.0% | -15.3% | . | . | 8.5%
O=C(N/N=C/c1cn(-c2ccccc2)nc1-c1cc2ccccc2o1)c1cccnc1 | 11.1% | -24.5% | 1.3% | ? | ? | -8.6% | 0.4% | 10.3% | ?
Cc1ccc2[nH]c3c(=O)n(CC(=O)N4CCN(c5ccccc5F)CC4)ncc3c2c1 | . | 0.0% | 7.1% | . | 7.7% | 0.3% | . | . | -0.1%
Cc1ccc(/C=C/C(=O)O)cc1S(=O)(=O)Nc1ccccc1C(=O)O | 10.8% | -0.1% | 11.1% | -2.7% | 12.9% | 44.1% | 0.0% | -1.5% | 8.1%
C[C@@H]1CN(c2nc3nonc3nc2N2CCSCC2)C[C@H](C)O1 | -5.6% | -5.2% | -27.1% | -10.6% | 0.0% | -4.4% | -5.7% | 2.9% | 4.3%
Cc1ccc(CSCC(=O)Nc2cc(S(=O)(=O)N3CCOCC3)ccc2OCC(F)(F)F)cc1 | -6.0% | -9.0% | 13.1% | 5.8% | 14.6µM* | ? | -5.7% | 9.2% | ?
Cc1cc(NC(=O)c2cccc3c2C(=O)N(C2CCCCC2)C3)ccc1Br | 0.5% | 11.2% | 3.0% | 3.6% | 1.7% | -0.2% | 16.5% | -1.7% | -5.0%
Cc1cc(NC(=O)CSCC(=O)Nc2cc(Cl)ccc2N2CCN(C)CC2)no1 | -1.4% | 13.8% | 14.1% | -4.2% | 2.8% | -5.2% | -2.5% | 6.3% | -29.9%
COC(=O)c1ccc(S(=O)(=O)NCCSc2nnc3c4ccccc4n(C)c3n2)cc1 | 2.9% | -4.5% | -8.2% | -8.6% | -1.5% | -24.3% | -10.6% | 20.8% | 0.0%
CCCCn1c(N)c(N(CCOC)C(=O)c2ccc(Br)s2)c(=O)[nH]c1=O | -0.1% | 2.5% | -16.9% | -27.6% | 16.7% | -0.4% | 5.3% | 2.7% | 13.1%
Cc1cc(SCC(=O)NC2CCCCC2)nc2ccccc12 | -12.2% | 0.8% | -10.9% | -18.4% | 7.5% | 3.9% | -6.3% | 26.3% | ?
COc1ccc(C(=O)NC2CC2)cc1OC1CCN(Cc2cc(C)c(C)cc2C)CC1 | 2.4% | 0.1% | 15.0% | 1.2% | -24.9% | ? | 11.2% | -5.0% | 8.3%
Cc1cc(C)c(C(=O)O)c(Cl)n1 | 1.7% | -21.5% | . | -18.4%[1.84 µM] | -13.9% | -0.1% | 0.9% | 2.2% | -9.2%
COC(=O)/C(C#N)=C/c1ccc(N2CCOCC2)c([N+](=O)[O-])c1 | 17.4% | -3.8% | -13.2% | 0.6% | ? | 0.0% | 8.4% | 2.3% | 5.3%
CCOC(=O)/C(O)=C(\C#N)c1nc2ccccc2[nH]1 | 5.6% | -4.5% | -8.8%[0.397 µM] | -3.7% | ? | 4.4% | 16.8% | 0.3% | 51.3%[activator]
CN1CCC(=C(c2ccc(Cl)cc2)c2ccccn2)CC1 | -12.5% | 2.9% | -12.8% | 0.6% | -8.6% | -3.9% | -4.6% | 10.7% | ?
CN[C@H](C)C(=O)NC[C@H]1O[C@@H](n2cc(C)c(=O)[nH]c2=O)C[C@@H]1O | -2.8% | -14.4% | 0.0% | . | -9.9% | ? | -15.4% | -1.7% | -40.9%
COC(=O)C(Cc1ccc(O)cc1)NC(=O)C(CC(=O)OC(C)(C)C)NC(=O)OC(C)(C)C (stereo not given) | 0.5% | 0.0% | 22.4% | 4.3% | -9.3% | 22.1% | 10.6% | 2.3% | -18.4%
CCOc1ccc(N=C2NC(=O)S/C2=C\c2ccc(OC)cc2)cc1 | -25.5% | 21.3% | -29.7% | 7.1% | -10.2% | -0.3% | 10.2%[9.24 µM] | -2.0% | -9.4%

Complete entries as entered above. Screens in order: HT1080-NT tox, HEK293 tox, TDP43 rescue, SW480 rerep, KB-V1 MDR tox, KB-3-1 tox, HT1080 IDH1KD tx, GLP1R ag, GLP1R inv ag
CCOc1ccc(N=C2NC(=O)S/C2=C\c2ccc(OC)cc2)cc1 as listed: -25.5%, 21.3%, -29.7%, 7.1%, -10.2%, -0.3%, 10.2%[9.24 µM], -2.0%, -9.4%
CCCCn1c(N)c(N(CCOC)C(=O)c2ccc(Br)s2)c(=O)[nH]c1=O as listed: -0.1%, 2.5%, -16.9%, -27.6%, 16.7%, -0.4%, 5.3%, 2.7%, 13.1%
CCOC(=O)/C(O)=C(\C#N)c1nc2ccccc2[nH]1 as listed: 5.6%, -4.5%, -8.8%[0.397 µM], -3.7%, ?, 4.4%, 16.8%, 0.3%, 51.3%[activator]
Cc1cc(NC(=O)CSCC(=O)Nc2cc(Cl)ccc2N2CCN(C)CC2)no1 as listed: -1.4%, 13.8%, 14.1%, -4.2%, 2.8%, -5.2%, -2.5%, 6.3%, -29.9%
